Yeast tox: yeast growth toxicity, wild-type and mutant, primary screen, cytotoxicity control for eIF2B function restoration project, wild-type and eIF2Bepsilon R284H mutant, A595; S. cerevisiae wild-type growth, A595 turbidity, 16 h; growth inhibition, % at 25 µM (by protocol); hit rate 0.3% among 30,000; AID 685, 2007;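 active means mutant and wild-type yeast strains alike exhibit over 30% growth inhibition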;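 further: 0% = untreated cell controls and 100% = YPD media blanks without cells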
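Schedule: 16 h growth with compound, 30 °C. System: yeast, wild-type or eIF2Bepsilon-R284H mutant. Doses: one dose, 25 µM compound[…]. Buffer or medium: YPD. Signal: turbidity measured as absorbance at 595 nm. Read-out basis: growth inhibition (%) versus cell controls and blanks.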
Yeast eIF2B: GCN4-lacZ reporter reduction in eIF2B-epsilon mutant yeast, primary screen, S. cerevisiae, eIF2B-epsilon R284H, Beta-Glo luminescence; inhibition, % at 25 µM (by protocol); hit rate 0.91% among 27,000; AID 688, 2007;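 active means mutant luminescence inhibited past about 50% while wild type luminescence and mutant growth stay under set limits, limit read from the data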; further: some compounds called inactive have numbers as strong as hits
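System: Yeast eIF2B-epsilon R284H mutant carrying GCN4–beta-galactosidase fusion | Read-out basis: Percent inhibition, luminescence and growth | Compound: 25 µM single dose | Times: 16 h at 30 °C exposure | Measured by: Luminescence and A595 | Buffer or medium: YPD medium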
Yeast tox inhibition %: second read-out of Yeast tox, no call of its own (marks repeat the call); growth inhibition, %; S. cerevisiae eIF2Bepsilon-R284H mutant growth, A595 turbidity, 16 h;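 each compound tested once at 25 µM; 0% equals untreated cells and 100% equals cell-free medium blanks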
Yeast eIF2B mutant toxicity: further read-out of Yeast eIF2B, marked with its call; growth inhibition, %; measured here: mutant yeast growth, toxicity;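 each compound tested once at 25 µM; zero equals untreated control growth and 100 equals blank medium absorbance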
* hit, by the source's call; nt = no result given. A portion of the library; the hit share may differ from the screen's.

canonical_smiles	Yeast tox	Yeast tox inhibition %	Yeast eIF2B	Yeast eIF2B mutant toxicity
Cc1ccc(/C(O)=C2/C(=O)C(=O)N(CCCn3ccnc3)C2c2ccccn2)cc1 (stereo unspecified)	-9.5	-9.5	-5.2	-9.5
CC1(C)CC(=O)C=C(Nc2ccccc2O)C1	13.7	-7.4	17.8	-7.4
CCn1c(CSc2nnc(-c3ccoc3C)n2C)nc2cc(S(=O)(=O)N(C)C)ccc21	2.9	0.0	-6.4	nt
COc1ccc(C)cc1NC(=O)CN1CCN(c2ccc(F)cc2)CC1	20.9	-18.2	23.6	-18.2
O=C(NC1CCN(Cc2ccccc2)CC1)C12CC3CC(CC(C3)C1)C2	19.3	6.7	nt	nt
COc1ccc(Br)cc1C(=O)Nc1ccc(O)cc1	8.3	11.1	10.2	11.1
CN(C)CCN1C(=O)C(=O)/C(=C(/O)c2ccc(F)cc2)C1c1ccccc1F (stereo unspecified)	-0.7	0.0	20.4	nt
CCOC(=O)c1nnc(-c2ccccc2)nc1Sc1ccccc1Cl	0.4	0.0	-18.1	nt
O=C(c1cccc(-c2nnc(-c3ccccc3)o2)c1)N1CCCCC1	2.4	9.1	43.3	9.1
CC(C)NC(=O)c1ccccc1NC(=O)c1ccccc1N(C)S(C)(=O)=O	5.2	-13.6	7.4	-13.6

canonical_smiles	Yeast tox	Yeast tox inhibition %	Yeast eIF2B	Yeast eIF2B mutant toxicity
CCOc1ccc(NC(=O)CC2CC(C)(C)OC2=O)cc1 (stereo unspecified)	3.3	-8.7	6.3	-8.7
CC(=O)Nc1cccc(N2C(=O)CC(N3CCC(C(=O)N4CCCCC4)CC3)C2=O)c1 (stereo unspecified)	3.7	7.7	-28.8	7.7
CCC(C)(C)NC(=O)C(c1ccc(F)cc1)N(Cc1ccco1)C(=O)c1snc(C(N)=O)c1N (stereo unspecified)	-3.4	-40.7	12.7	-40.7
CC(=O)Oc1ccc(Cn2cnc3cc4ccccc4cc32)cc1	-9.1	-8.6	-1.9	-8.6
CCOC(=O)CCC(=O)N1CCOCCOCCN(C(=O)CCC(=O)OCC)CCOCCOCC1	9.6	9.4	-7.3	9.4
CCCNS(=O)(=O)c1ccc(NC(=O)Cc2cccs2)cc1	10.0	8.7	28.9	8.7
O=C1c2ccccc2-c2onc3c(Oc4ccccc4)cc(O)c1c23	1.0	12.8	nt	nt
Cc1ccc(CCNC(=O)C2CCCN(C(=O)N(C)C)C2)cc1 (stereo unspecified)	-1.4	17.8	nt	nt
Oc1ccc2ccccc2c1CN1CCN(c2ccccc2)CC1	-7.7	2.6	nt	nt
Cc1nc(-c2cccc(S(=O)(=O)N3CCC(C)CC3)c2)cs1	18.1	-27.3	-17.1	-27.3

Entries of single compounds from above. Order of values: Yeast tox	Yeast tox inhibition %	Yeast eIF2B	Yeast eIF2B mutant toxicity
CC(=O)Oc1ccc(Cn2cnc3cc4ccccc4cc32)cc1 is entered as -9.1	-8.6	-1.9	-8.6
Cc1nc(-c2cccc(S(=O)(=O)N3CCC(C)CC3)c2)cs1 is entered as 18.1	-27.3	-17.1	-27.3
O=C1c2ccccc2-c2onc3c(Oc4ccccc4)cc(O)c1c23 is entered as 1.0	12.8	nt	nt
CCC(C)(C)NC(=O)C(c1ccc(F)cc1)N(Cc1ccco1)C(=O)c1snc(C(N)=O)c1N (stereo unspecified) is entered as -3.4	-40.7	12.7	-40.7

Remaining list, next part
canonical_smiles	Yeast tox	Yeast tox inhibition %	Yeast eIF2B	Yeast eIF2B mutant toxicity
C=C(C)CN(CC)C(=O)CSc1nc2ncc(Cl)cc2[nH]1	-0.3	2.6	29.8	2.6
COC(=O)c1cccc(S(=O)(=O)N2CCC(NC(=O)NC34CC5CC(CC(C5)C3)C4)CC2)c1	-15.2	-7.1	2.2	-7.1
CCOC(=O)C1CCN(C(=O)CSc2cc(=O)n(C)c3ccccc23)CC1	18.2	3.9	-27.9	3.9
CCOC(=O)N1CCN(S(=O)(=O)c2ccc(Br)s2)CC1	-6.0	-3.9	-23.1	-3.9
O=C(CCl)Nc1cc(-c2ccccc2)nn1-c1ccccc1	59.3*	53.2*	nt	nt
FC(F)(F)Oc1ccc(Nc2nc3ccccc3o2)cc1	-15.5	-4.5	16.6	-4.5
Cc1nnc(SCC(=O)NC(=O)NC2CCCC2)n1N	24.3	17.4	nt	nt
O=C1C2CC=CCC2C(=O)N1CC1CCCO1 (stereo unspecified)	11.6	-9.5	23.7	-9.5
COc1cc(C)c(C(C)C)cc1S(=O)(=O)N1CCN(C)CC1	3.5	-19.1	12.9	-19.1
COc1cc(OC)c(C2C(C(=O)Nc3ccccc3)=C(C)Nc3ncnn32)cc1OC (stereo unspecified)	-2.2	4.8	12.8	4.8

canonical_smiles	Yeast tox	Yeast tox inhibition %	Yeast eIF2B	Yeast eIF2B mutant toxicity
O=c1[nH]c(=O)n(CCO)c2nnn(Cc3ccccc3)c12	-9.0	-10.0	nt	nt
COc1ccc(NC(=O)Cn2nnc(C(N)=O)c2N)c(OC)c1	-18.9	0.0	8.8	nt
CN(C)[C@H]1N(C(=O)c2ccc(Br)cc2)N=C2c3ccccc3S(=O)(=O)N21	0.0	15.2	nt	nt
N#Cc1cnn(-c2ncnc3sc(-c4ccccc4)cc23)c1N	-17.6	-17.9	nt	nt
COc1ccc(/C=N/S(=O)(=O)c2cccs2)cc1	7.1	19.4	22.3	19.4
COc1ccc(CNc2cc(C)nc3ncnn23)c(OC)c1	7.9	6.9	16.6	6.9
Cc1ccc(-c2cn(S(=O)(=O)c3cccc4nsnc34)nc2N)cc1	-0.6	0.0	58.2*	nt
CCOC(=O)N1CCN(c2nc(N(c3ccccc3)c3ccccc3)nc(-n3ccnc3)n2)CC1	47.9*	60.0*	-24.3	60.0
CSc1nnc2c3c4c(sc3nc(-n3nc(C)cc3C)n12)COC(C)(C)C4	3.0	18.5	11.0	18.5
c1ccc2c(c1)Cn1nnnc1-2	-6.7	3.3	42.2	3.3

2 compounds drawn at random from those above, as already listed:
canonical_smiles	Yeast tox	Yeast tox inhibition %	Yeast eIF2B	Yeast eIF2B mutant toxicity
CSc1nnc2c3c4c(sc3nc(-n3nc(C)cc3C)n12)COC(C)(C)C4	3.0	18.5	11.0	18.5
COc1ccc(/C=N/S(=O)(=O)c2cccs2)cc1	7.1	19.4	22.3	19.4

Remaining list, next part:
canonical_smiles	Yeast tox	Yeast tox inhibition %	Yeast eIF2B	Yeast eIF2B mutant toxicity
O=C(c1csc2ccccc12)N1CCCCCC1	8.3	8.3	-2.3	8.3
Cc1ccc(C(=O)N2c3ccccc3N(Cc3ccccc3)C(=O)C2(C)C)cc1	-14.1	-15.0	18.4	-15.0
Clc1cccc(-c2ccc(/C=N/n3cnnc3)o2)c1Cl	17.4	25.9	-1.5	25.9
Cc1cc(NC(=O)CSc2nnc(-c3ccc(Br)o3)n2Cc2ccccc2)no1	20.7	-19.1	28.9	-19.1
COc1ccc(CCNC(=O)CCCn2c(SCC#N)nc3ccccc3c2=O)cc1OC	1.2	10.0	-0.3	10.0
Cc1ccc(C(=O)NC2CC(C)(C)NC(C)(C)C2)c(C)c1	0.0	4.2	12.0	4.2
Cc1cc(NC(=O)CN2CCN(c3ncccn3)CC2)no1	14.2	5.0	27.0	5.0
C1CCCC(N2CCNCC2)CC1	-5.4	0.0	16.6	nt
CCOC(=O)c1ccc2c(c1)nc(SCC(=O)c1cc3ccccc3o1)n2CC	13.7	-4.8	1.3	-4.8
O=C(NC1CCN(C(=O)N2c3ccccc3Sc3ccccc32)CC1)c1ccco1	-8.0	-4.2	13.6	-4.2

The line under a structure holds: Yeast tox | Yeast tox inhibition % | Yeast eIF2B | Yeast eIF2B mutant toxicity
- CCOc1ccc(-c2cn(CCC#N)cn2)cc1
 : 1.9 | -11.4 | 3.2 | -11.4
- Cc1nn(CC(=O)Nc2ccc3c(c2)nc(CCN2CCCCC2)n3C)c(=O)c2ccccc12
 : 9.3 | 7.7 | nt | nt
- COc1ccccc1-n1cnc(N)c1C(=O)c1ccccc1
 : 29.4 | -13.6 | 17.4 | -13.6
- NC(=O)c1nc(N2CCOCC2)nc(N2CCOCC2)n1
 : 1.8 | -6.5 | -3.5 | -6.5
- Cn1nnnc1SCC(=O)N(C1CCCCC1)C1CCCCC1
 : -2.8 | -9.1 | -12.0 | -9.1
- Cc1ccc(-n2c3c(cc(C(=O)O)c2=O)C(=O)CC(C)(C)C3)cc1
 : 0.6 | -9.1 | 16.1 | -9.1
- COc1cccc(CN2C(=O)Nc3ccccc3C(=O)N2C(C)(C)C)c1
 : 15.2 | 20.3 | 23.6 | 20.3
- CCCN(CC1CC1)C(=O)COC(=O)c1[nH]c(C)c(C(=O)OCC)c1C
 : 7.2 | 11.1 | nt | nt
- CC(=O)N1CCN(C(=O)CSc2nc3c(cnn3-c3ccccc3)c(=O)[nH]2)CC1
 : -12.3 | -14.3 | -59.2 | -14.3
- COCc1[nH][nH]c(=O)c1C=Nc1ccc(F)cc1F
 : 24.4 | 18.9 | 24.1 | 18.9
- Cc1nc2n[nH]c(N)c2c2c1COC(C)(C)C2
 : -4.6 | -13.0 | 26.8 | -13.0
- CCOc1ccc(C2C(C(=O)c3ccco3)=C(O)C(=O)N2Cc2cccnc2)cc1OC (stereo unspecified)
 : -4.6 | 0.0 | 20.0 | nt
- CC1(C)Cc2ccccc2C2CC(O)C(=O)N21 (stereo unspecified)
 : -10.2 | 0.0 | -3.2 | nt
- CCC1CCCCN1Cc1ccc(OC)c(OC)c1 (stereo unspecified)
 : 11.3 | 16.0 | 16.8 | 16.0
- CCCn1c(N)c(C(=O)CSc2nc(C)cs2)c(=O)[nH]c1=O
 : -5.5 | -28.6 | 3.5 | -28.6
- OCCN1CCN(CC(O)COc2ccc(Cl)cc2)CC1 (stereo unspecified)
 : 11.0 | 12.5 | 28.3 | 12.5
- COc1cnn(-c2ccccc2)c(=O)c1N(C)C
 : nt | nt | 23.6 | nt
- O=C(CS(=O)(=O)Cc1ccccc1)Nc1cccnc1
 : 1.3 | 0.0 | 11.1 | nt
- O=C1CSC(=O)N1CC(O)COc1ccc(Cl)cc1 (stereo unspecified)
 : 11.3 | 0.0 | -6.3 | nt
- COC(=O)c1c(C(=O)OC)c(C)n(Cc2cccnc2)c1C
 : -8.0 | -4.2 | 17.6 | -4.2
- CCOCN(C(=O)Cn1c(COC)nc2ccccc21)c1c(C)cccc1CC
 : -18.2 | -9.5 | 8.4 | -9.5
- CC(C)Cn1c(N)c(C(=O)NCc2cccs2)c2nc3ccccc3nc21
 : 19.2 | -4.8 | 12.6 | -4.8
- COc1ccc(S(=O)(=O)N(CCc2ccccc2)CC(=O)O)cc1C
 : 2.6 | 6.1 | 17.4 | 6.1
- O=C(O)CCNS(=O)(=O)c1ccc2c(c1)Cc1ccccc1-2
 : 16.4 | -4.3 | 33.7 | -4.3
- COc1cccc(-n2c(C)nnc2SCC(=O)Nc2ccccc2N2CCOCC2)c1
 : -18.6 | -5.4 | 49.5 | -5.4
- Cn1c(=O)[nH]c(=O)c2c1nc(Br)n2CCSc1ncccn1
 : 13.8 | -14.3 | -7.9 | -14.3
- CC(O)Cn1c(=O)c2c(nc(Br)n2Cc2ccccc2)n(C)c1=O (stereo unspecified)
 : 5.3 | 0.0 | 27.4 | nt
- O=C1[C@@H]2[C@H](C(=O)N1Cc1cccnc1)[C@H]1C=C[C@@H]2C1
 : 6.7 | -4.8 | 9.9 | -4.8
- CCOC(=O)C(NC(=O)c1ccccc1)=C1CCCCC1
 : 4.4 | -4.5 | 20.7 | -4.5
- CN(C)CCCNCCCNC(=O)c1ccco1
 : 5.6 | -9.5 | 10.3 | -9.5

The line under a structure holds: Yeast tox | Yeast tox inhibition % | Yeast eIF2B | Yeast eIF2B mutant toxicity
- O=C(c1ccc(-n2cnnn2)cc1)N1CCN(C(c2ccccc2)c2ccccc2)CC1
 : -10.3 | -4.5 | 16.6 | -4.5
- FC(F)(F)c1cc(-c2ccccc2)nc(-n2cncn2)n1
 : -5.1 | 4.8 | 24.0 | 4.8
- Cc1ccccc1N(CC(=O)NCc1ccncc1)S(C)(=O)=O
 : 2.7 | 4.2 | 13.4 | 4.2
- COC(=O)COc1ccc2c(=O)c(Oc3ccccc3)c(C)oc2c1
 : 4.5 | 18.5 | -7.3 | 18.5
